IDH1 R132H inh – inhibitors of human mutant IDH1 R132H; O75874; IDH1-R132H enzyme, NADPH consumption, diaphorase/resazurin fluorescence; Potency, µM (titrated, usually from 76.6 µM), for the others: at the top dose activity change, negative = inhibition, usual class: inhibitors; 0.093% of 390,000 active; AID 602179; also: % is scaled to controls: 0 for no effect and ±100 for the full control effect; nearly all actives have a fitted effect of over 65% in size
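IDH1-R132H (0.5 ug/mL dispensed) in pH 7.5 Tris buffer was preincubated 30 min with compound, then given a substrate mix of 0.016 mM NADPH and 2 mM alpha-KG for 80 min at room temperature; remaining NADPH was read by diaphorase/resazurin fluorescence.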
Vif-APOBEC3G blk – blocks the Vif interaction with human APOBEC3G; Potency, µM (series often up to 46.1 µM), without a hit: at the top dose activity, negative = active, hits mostly inhibitors; Q9HC16; 0.076% of 410,000 active; AID 602310; HeLa A3G-eYFP + Vif (tagged APOBEC3G with the HIV-1 protein that degrades it), YFP fluorescence, overnight;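 also: % is scaled to controls: 0 for no effect and ±100 for the full control effect; nearly all actives have a fitted effect of over 60% in size; hits raise eYFP signal because A3G escapes Vif-driven loss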
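Read-out is eYFP fluorescence (Ex 488/Em 500-530) from Vif-expressing HeLa A3G-eYFP cells; more signal means A3G escaped Vif-mediated degradation. Cells plated overnight, compound pinned in, incubated overnight at 37 deg C.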
Vif-A3F inh – Vif-A3F binding inhibition | 0.2% of 390,000 active | AID 602313 | HeLa A3F-eYFP + Vif (tagged APOBEC3F with the HIV-1 protein that degrades it), YFP fluorescence increase | Potency, µM (doses to about 46.1 µM), for the others: top-dose activity, negative = active; also: % of control where 0% means no effect; nearly all actives have a fitted effect of over 65% in size
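HeLa cells stably expressing A3F-eYFP plus Vif, plated and incubated overnight at 37 deg C, then exposed to compounds overnight at 37 deg C. Blocked degradation read as raised yellow fluorescence (Ex 488/Em 500-530).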
RGS4 inh – human RGS4 inhibition; AID 504845; 0.039% of 390,000 active; Potency, µM (series often up to 114 µM), inactives show top-dose activity change, negative = inhibition, usual class: inhibitors; P49798; Transcreener GDP fluorescence polarization, RGS4-accelerated GTP hydrolysis; also: % is scaled to controls: 0 for no effect and ±100 for the full control effect; nearly all actives have a fitted effect of over 75% in size; some results filed as inactive show a strong effect at the top dose
Target sequence (P49798 whole entry, looked up): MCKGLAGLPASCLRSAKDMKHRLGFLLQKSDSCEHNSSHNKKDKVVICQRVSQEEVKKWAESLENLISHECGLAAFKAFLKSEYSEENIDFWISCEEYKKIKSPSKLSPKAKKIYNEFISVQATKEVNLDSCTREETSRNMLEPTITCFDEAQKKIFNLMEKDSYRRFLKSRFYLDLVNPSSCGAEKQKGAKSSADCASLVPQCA
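MLSMR compounds (23 nl, pin-transferred) preincubated 10 min at room temperature with a 500nM (2x) first reagent, then RGS4 at 900nM (2x) plus Transcreener GDP mix added; fluorescence polarization (620/688 nm) read before and after 90 min at 30 °C.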
TrxR1 substrate – is turned over as a substrate by rat TrxR1; 0.01% of 390,000 active; Potency, µM (doses to about 114 µM), inactives show at the top dose activity change, negative = substrate turnover; purified TrxR1 substrate turnover, NADPH consumption readout; AID 588456; also: % is scaled to controls: 0 for no effect and ±100 for the full control effect; nearly all actives have a fitted effect of over 50% in size
Target sequence (O89049 whole entry, looked up): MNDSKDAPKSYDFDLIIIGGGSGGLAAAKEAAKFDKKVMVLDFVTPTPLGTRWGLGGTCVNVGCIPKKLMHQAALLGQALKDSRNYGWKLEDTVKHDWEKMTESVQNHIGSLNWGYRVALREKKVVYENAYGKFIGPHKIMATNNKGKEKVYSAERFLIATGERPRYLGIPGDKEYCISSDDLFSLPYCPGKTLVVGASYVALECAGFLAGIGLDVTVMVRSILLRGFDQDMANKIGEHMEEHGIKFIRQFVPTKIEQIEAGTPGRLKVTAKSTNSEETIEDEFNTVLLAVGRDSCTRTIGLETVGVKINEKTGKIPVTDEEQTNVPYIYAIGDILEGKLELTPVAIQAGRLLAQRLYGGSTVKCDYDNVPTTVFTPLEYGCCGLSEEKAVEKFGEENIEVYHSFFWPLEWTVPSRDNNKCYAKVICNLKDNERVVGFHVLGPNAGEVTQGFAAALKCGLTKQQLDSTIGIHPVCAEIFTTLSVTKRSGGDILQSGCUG
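Rat TrxR1, dispensed at 90 nM, was prereduced with 400 uM NADPH (final) for 5 min at ~22 deg C, then incubated with compound 15 min before 400 uM selenite. A first-read NADPH fluorescence drop versus no-compound background flagged substrates.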
USP1 inh – inhibitors of human USP1/UAF1 deubiquitinase | AID 743255 | recombinant USP1/UAF1, Ub-Rhodamine cleavage fluorescence | 0.23% of 390,000 active | O94782 | Potency, µM (titrated, usually from 57.1 µM), for inactives: at the highest dose activity change, negative = inhibition, usual class: inhibitors; also: % is scaled to controls: 0 for no effect and ±100 for the full control effect; nearly all actives have a fitted effect of over 60% in size; inactives centre near -12
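USP1/UAF1 complex at 1 nM was preincubated with compound for 15 min at room temperature, then Ub-Rho substrate (150nM final) was added. Fluorescence (480/540 nm) was read kinetically, 6 reads every 60 seconds.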
12-LOX inh – blocks human arachidonate 12S-lipoxygenase | purified 12hLO, xylenol orange hydroperoxide absorbance | P18054 | Potency, µM (highest dose often 108 µM), for inactives: at the top dose activity change, negative = inhibition, hits mostly inhibitors | 1.1% of 580,000 active; also: % is scaled to controls: 0 for no effect and ±100 for the full control effect
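Purified human 12hLO (150 nM final) in 25 mM Hepes, 0.01% Triton X-100, pH 7.0 was preincubated 15 min at room temperature with compound. Then 40 uM arachidonic acid was added, 30 min. Hydroperoxide was read by Fe-XO absorbance ratio 573/405 nm.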
rTrxR1 inhibitor – inhibitors of rat thioredoxin reductase 1; O89049; recombinant rTrxR1, NADPH fluorescence consumption, selenite substrate; Potency, µM (titrated, usually from 114 µM), inactives show at the highest dose activity change, negative = inhibition, hits mostly inhibitors; 1% of 390,000 active; AID 588453; also: % is scaled to controls: 0 for no effect and ±100 for the full control effect; nearly all actives have a fitted effect of over 65% in size
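Rat TrxR1 (90 nM in the dispensed reagent) was pre-reduced with 400 uM NADPH for 5 min at room temperature, then incubated with compound for 15 min. After 400 uM selenite was added, NADPH fluorescence (Ex 340/Em 450 nm) was followed for 8 min.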
RXFP1 ag – agonists of human relaxin receptor RXFP1; Q9HBX9; Potency, µM (highest dose often 57.5 µM), without a hit: at the highest dose activation, actives largely listed as activators; 0.3% of 370,000 active; HEK293T-RXFP1 cAMP TR-FRET, 30 min; response scale: percent of porcine relaxin response, buffer zero; also: % is scaled to controls: 0 for no effect and ±100 for the full control effect; nearly all actives have a fitted effect of over 60% in size; many of its hits are not listed in these tables
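HEK293 cells stably expressing RXFP1, treated 30 min at 37C with compounds plus PDE4 inhibitor Ro 20174; cAMP measured by HTRF TR-FRET. Normalized to buffer and 29 nM porcine relaxin; EC50 by Hill fit.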
* = called active by the depositor; ? = inconclusive; . = no result given; [ ] = another dose, or the depositor's remark. Calls follow the shape of the dose curve; as a rule, active = well fitted curve in the direction sought with a large enough effect; inconclusive = small, poorly fitted or top-dose-only effect, or another doubt; inactive = no such curve, though single readings can be large; an effect the other way counts as inactive or inconclusive. Potency is read from the fitted curve at half-maximal effect.

SMILES | IDH1 R132H inh | Vif-APOBEC3G blk | Vif-A3F inh | RGS4 inh | TrxR1 substrate | USP1 inh | 12-LOX inh | rTrxR1 inhibitor | RXFP1 ag
Nc1ncnc(NCc2ccc(F)cc2)c1[N+](=O)[O-] | -3% | 1% | -4% | 35% | 9%[57.1 µM] | -13% | 5% | 18%[57.1 µM] | 4.5%
CCC(=O)Nc1ccc(C(=O)CSc2nc3ccccc3[nH]2)cc1 | 8% | -4% | 3% | -39% | 1%[57.1 µM] | -16% | -17% | 11%[57.1 µM] | 1.5%
C=CCn1c(C)cc(C(=O)CN2C(=O)c3ccccc3S2(=O)=O)c1C | 3% | 0% | -1% | -17% | -5% | 3% | . | 11% | 0.9%
O=C(c1ccc2c(c1)OCCO2)C1CCN(S(=O)(=O)c2ccc(F)cc2)CC1 | 2% | 4% | -6% | 10% | 5% | -22% | 24% | 26% | -1.7%
Cc1ccc(S(=O)(=O)c2cn(CC(=O)Nc3ccc4c(c3)OCO4)c3ccccc3c2=O)cc1 | 10% | 0% | 1% | 5% | -8% | -10% | ? | -18% | 1.5%
O=C1/C(=C/c2ccccc2)Nc2ccccc21 | 0% | 2% | -8% | -7% | -7% | ? | 0% | ? | 0.1%
Cc1ccc(C)c(NC(=O)C2(C)CC3c4ccccc4C2c2ccccc23)c1 (configuration not stated) | -1% | 0% | 4% | 19% | 13%[57.1 µM] | -4% | 17% | -5%[57.1 µM] | 4.9%
c1cncc(-c2nn3c(Cn4cnc5ccccc54)nnc3s2)c1 | 6% | 4% | -11% | ? | 13%[57.1 µM] | -12% | ? | -12% | 21%
CCOC(=O)C(C#N)C(=N)C1C(=O)OC2CCCCC21 (configuration not stated) | -3% | 1% | 3% | . | . | -28% | -3% | . | .
O=C(Nc1ccc(Cl)c([N+](=O)[O-])c1)c1cnccn1 | -2% | -1% | -23% | -30% | -9% | -6% | ? | -7% | 4.6%
CCOc1ccc(C(=O)N/N=C/c2ccc(-c3ccc(S(=O)(=O)Nc4ncccn4)cc3)o2)cc1 | -1% | -1% | -12% | -4% | 43%[activator] | -17% | 6% | 5% | 2.5%
O=C1CCC(C(=O)N2CCN(c3cnccn3)CC2)CN1CCc1ccccc1 (configuration not stated) | 9% | 2% | -6% | . | . | -29% | -6% | . | .
CS(=O)(=O)N(CC(=O)N1CCCC1)c1ccc(OCc2ccccc2)cc1 | 3% | 0% | 0% | -35% | -6% | -3% | 14% | 24% | 0.2%
Cc1cc2cc(CNC(=O)c3ccc(Br)o3)ccc2[nH]1 | 0% | -1% | 1% | -41% | -14% | -17% | ? | ? | -1.2%
O=C(O)c1ccc(C2(c3ccc(C(=O)O)cc3)OC(=O)c3ccccc32)cc1 | 0% | -2% | 1% | -12% | 3% | -17% | 0% | 16% | -0.4%
CN(C(=O)COC(=O)c1cc2ccccc2cc1O)C1CCCCC1 | 2% | -1% | 1% | -3% | 3% | -25% | -1% | 25% | 2.2%
CCc1nnc(NC(=O)CSc2nnc3ncccn23)s1 | 4% | 0% | -1% | 2% | 4%[57.1 µM] | -14% | 2% | -14%[57.1 µM] | 15%
CCCC1(c2ccccc2)NC(=O)N(CC(=O)NCc2ccc(C)cc2)C1=O (configuration not stated) | -3% | -4% | 12% | 23% | 6%[57.1 µM] | -2% | -3% | 11%[57.1 µM] | 0.5%
C/C(=N\NC(=O)Cn1ccc(C(F)(F)F)n1)c1ccco1 | 9% | -2% | 7% | -9% | 7%[57.1 µM] | -13% | 1% | 4%[57.1 µM] | -0.4%
COc1cc(OC)cc(C(=O)Nc2ccc(C(=O)NCC3CCCO3)cc2)c1 (configuration not stated) | 3% | -2% | 11% | -14% | 7%[57.1 µM] | -4% | 3% | 7%[57.1 µM] | 1.1%
CCc1ccc(-n2nnc(-c3nc(-c4cccs4)no3)c2N)cc1 | -4% | 2% | 1% | 6% | 5% | ? | 4% | 9% | 0.4%
CCCCc1cc(=O)oc2cc(C)cc(OC(C)C(=O)NC(Cc3c[nH]c4ccc(O)cc34)C(=O)O)c12 (configuration not stated) | 17% | -1% | 0% | 22% | 55%[activator] | 7% | 12% | -2% | 0.5%
Cc1cc(C)c(NC(=O)c2ccccc2N(C)S(C)(=O)=O)c(C)c1 | 7% | 0% | 0% | -27% | 0% | -15% | 2% | 0% | 1.2%
CC1CCC(NC(=O)CN2C(=O)NC(C)(C)C2=O)CC1 (configuration not stated) | -1% | 0% | 8% | 2% | -5% | -18% | 1% | -5% | -0.2%
Cn1nc(C(F)(F)F)c2cc(C(=O)Nc3ccc(F)c(Cl)c3)sc21 | -4% | 2% | -21% | 25% | -17% | -10% | 0% | -22% | -1.4%
COc1ccc(CNCC(O)COc2ccc(C)cc2[N+](=O)[O-])cc1 (configuration not stated) | -13% | -1% | -4% | 17% | -6% | -14% | 16% | -10% | 0.7%
CCOC(=O)c1c(C)[nH]c(C)c1C(=O)COC(=O)c1cccc(C)c1O | 7% | -6% | 7% | -16% | -10% | -14% | ? | 7% | 6.2%
CCOC(=O)c1sc(NC(C)=O)nc1C | 15% | -2% | -2% | -40% | 5% | 11% | -13%[57.4 µM] | 12% | -0.1%
CC[C@@H]1C(c2ccccc2)=NN(c2ccccc2)[C@H]1C(=O)N1CCOC1=O | 12% | -24% | 8% | -8% | 7% | ? | ? | 2% | .
Cc1cc(SCC2=NNC(=O)C2)c(Cl)cc1Cl | 0% | 0% | 5% | -3% | 2%[57.1 µM] | -3% | 257%[activator] | -3%[57.1 µM] | 0.5%
O=C(Cn1c(=O)oc2ccccc21)N1CCN(S(=O)(=O)c2ccccc2)CC1 | 14% | 0% | -7% | -25% | 2% | -15% | 210%[activator] | -12% | 2.0%
COc1cc(C(=O)N2CCN(CCc3ccncc3)CC2)cc(OC)c1OC | -14% | -5% | 3% | -26% | 3% | -7% | -25% | -4% | 0.4%
Cn1cc(C(=O)CCl)c2ccccc21 | -3% | ? | 14% | -4%[56.9 µM] | 2%[11.4 µM] | -23% | -19% | -17%[11.4 µM] | -1.5%
CCC(c1nc2ccccc2c(=O)n1-c1nc2ccccc2s1)N1C(=O)c2ccccc2C1=O (configuration not stated) | 7% | -4% | -3% | 36% | -14% | -7% | -8% | -9% | 1.3%
O=C(c1ccccc1)c1ccc(O)cc1O | 3% | 13% | ? | 7% | -2% | 28µM* | -19% | 9% | 0.2%
COc1ccc(Cl)cc1N(C(=O)c1ccco1)C(C(=O)NC1CCCC1)c1ccncc1 (configuration not stated) | -23% | 2% | 21% | -4% | -2% | -15% | ? | 3% | 0.1%

Looked up above.
RGS4 inh result of CCC(c1nc2ccccc2c(=O)n1-c1nc2ccccc2s1)N1C(=O)c2ccccc2C1=O (configuration not stated) stands at 36%
TrxR1 substrate result of CC[C@@H]1C(c2ccccc2)=NN(c2ccccc2)[C@H]1C(=O)N1CCOC1=O stands at 7%
Vif-APOBEC3G blk result of COc1ccc(Cl)cc1N(C(=O)c1ccco1)C(C(=O)NC1CCCC1)c1ccncc1 (configuration not stated) stands at 2%

New compounds follow
SMILES | IDH1 R132H inh | Vif-APOBEC3G blk | Vif-A3F inh | RGS4 inh | TrxR1 substrate | USP1 inh | 12-LOX inh | rTrxR1 inhibitor | RXFP1 ag
COc1cccc(-c2nc(CS(=O)(=O)CC(=O)Nc3ccccc3C)c(C)o2)c1 | -7% | -1% | -5% | 48% | 0% | -5% | 10% | -2% | 0.1%
CC(=O)NCCc1ccc(C(=O)COC(=O)c2ccco2)cc1 | 6% | -3% | 6% | -28% | -8% | -16% | -13% | -8% | .
CCCCC1=C(C(=O)OCC)C(C(=O)OCC)Oc2ccccc21 (configuration not stated) | 12% | 0% | 1% | -4% | -4% | ? | -7% | -3% | .
O=C(O)c1cc2c([nH]c1=O)CCCC2 | 0% | 2% | -2% | -4% | 27% | -3% | ? | 3% | 3.8%
CC(C)CCNC(=O)CNC(=O)c1cccs1 | 6% | 1% | 0% | 5% | 4%[57.1 µM] | -5% | 5% | 10%[57.1 µM] | -0.2%
COc1ccc(CCNC(=O)C2(c3ccccc3)CC2)cc1 | 4% | 4% | 1% | -5% | 2% | -10% | . | 9% | -1.5%
COc1ccc(C(=O)OCc2ccccc2C#N)cc1S(=O)(=O)N1CCOCC1 | 0% | 0% | -4% | . | . | -20% | 6% | . | .
CCCCC(O)(c1ccc(OC)cc1)C(CN1CCOCC1)c1ccccc1 (configuration not stated) | -3% | -14% | 0% | -10% | -6%[57.1 µM] | -7% | ? | 11% | -1.6%
COc1cc(C(=O)N/N=C(\C)Cn2nc([N+](=O)[O-])cc2C)ccc1O | -4% | 0% | -9% | 14% | 3% | -4% | -13% | 11% | -0.3%
CC(=O)c1ccc(NC(=O)CC2S/C(=N/N=C3CCCCCC3)NC2=O)cc1 (configuration not stated) | -2% | -5% | -8% | 10% | 3% | -26% | 13% | 21% | 4.4%

Only part of the results is shown. The share of hits here may be higher or lower than overall.
